GPR7 antag = human neuropeptides B/W receptor 1 antagonism | P48145 | inhibition, % at 4.4 µM | hit rate 1.1% among 290,000 | GPR7-expressing cells, fluorescence antagonist assay; in the data active = inhibition above about 16%, passing the limit was not always enough;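 note: cells stimulated with the agonist NPW; 0% = agonist with vehicle and 100% = vehicle without agonist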
Target sequence (P48145 whole entry, looked up): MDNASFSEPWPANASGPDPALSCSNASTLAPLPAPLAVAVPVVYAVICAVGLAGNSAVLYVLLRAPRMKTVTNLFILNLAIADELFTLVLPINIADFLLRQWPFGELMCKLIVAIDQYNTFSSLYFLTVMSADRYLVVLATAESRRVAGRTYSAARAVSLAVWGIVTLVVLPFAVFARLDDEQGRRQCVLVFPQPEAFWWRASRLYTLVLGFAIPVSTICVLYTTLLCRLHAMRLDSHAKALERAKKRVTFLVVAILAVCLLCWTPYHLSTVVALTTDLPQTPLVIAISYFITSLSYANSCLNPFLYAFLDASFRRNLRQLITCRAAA
IDE inh = cellular human IDE inhibition | P14735 | HEK cells, FAbetaB cleavage, fluorescence polarization | inhibition, % at 5.59 µM | hit rate 0.41% among 320,000 | AID 434962;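 active = percent inhibition above the average of all tested compounds plus 3 SD, set per screening campaign, cut at about 16% in these data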;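 note: IDE supplied by intact live HEK cells; FP after avidin binding of uncleaved biotin substrate so inhibition keeps polarization high; 0% = DMSO wells and 100% = 60 µM reference IDE inhibitor Ii1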
VIM-2 inh = blocks Pseudomonas aeruginosa VIM-2 metallo-beta-lactamase. purified VIM-2, nitrocefin hydrolysis, epi-absorbance fluorescence. inhibition, % at 5.6 µM. hit rate 0.89% among 290,000;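 active = inhibition above the mean of all tested compounds plus 3 SD, cutoff set per screening run, cut at about 7.5% in these data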;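 note: red hydrolysis product quenches plate fluorescence so inhibitors raise well fluorescence; 0% = enzyme with DMSO and 100% = DMSO without enzyme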
PHOSPHO1 block = inhibitors of human PHOSPHO1 phosphatase; inhibition, % at 13.3 µM; hit rate 1.1% among 290,000; recombinant PHOSPHO1, absorbance phosphatase assay; in the data active = inhibition above about 60%
Target sequence (Q8TCT1 whole entry, looked up): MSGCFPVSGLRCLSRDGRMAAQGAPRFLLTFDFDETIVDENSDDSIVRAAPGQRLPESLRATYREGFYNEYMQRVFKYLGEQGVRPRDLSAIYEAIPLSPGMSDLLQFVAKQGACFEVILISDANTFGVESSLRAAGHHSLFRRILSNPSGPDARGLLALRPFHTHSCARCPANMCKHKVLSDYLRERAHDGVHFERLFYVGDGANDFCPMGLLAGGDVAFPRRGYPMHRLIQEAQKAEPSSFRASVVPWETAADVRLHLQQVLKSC
pCIP destab = lowers stability of the mouse p/CIP coactivator protein | decrease of EGFP signal, % at 10 µM | Q05BA5 | hit rate 0.01% among 290,000 | F442A p/CIP-EGFP cells, EGFP fluorescence, 16 h;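 active = EGFP signal decrease of at least 30% at 10 µM or well 3 SD below plate mean, unless failing retest; inactive = the rest, including hits failing retest or dose response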; note: some compounds called inactive have numbers as strong as hits; many of its hits are not listed in these tables
M18AAP inhibitor = blocks P. falciparum M18 aspartyl aminopeptidase; recombinant PfM18AAP, H-Glu-NHMec fluorogenic cleavage; inhibition, % at 7.35 µM; hit rate 1.2% among 290,000; AID 1822;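 active = inhibition above the campaign mean inhibition over all tested compounds plus 3 SD, cut at about 28% in these data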;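 note: 0% = plate median of test compound wells and 100% = 2 mM ZnCl2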
NALP1 yeast inh = blocks the NALP1 inflammasome reconstituted in yeast; S. cerevisiae NALP1/ASC/caspase-1 growth, X-gal OD620, 72 h; inhibition, % at 10 µM; hit rate 0.61% among 280,000; AID 2071; in the data active = inhibition mostly above about 24%, no sharp cut-off; inactive = mostly below about 32%; note: some compounds called inactive have numbers as strong as hits
IDE act = IDE (human) activation, cell-based. P14735. HEK cells, FAbeta-B cleavage, fluorescence polarization; 0% vehicle, 100% cell-free pure enzyme wells. activation, % at 5.96 µM. hit rate 0.073% among 340,000;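 active = activation above the mean of all tested compounds plus 3 SD, set per screening campaign, cut at about 17% in these data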
IMP-1 inh = inhibitors of Pseudomonas aeruginosa IMP-1 metallo-beta-lactamase. purified IMP-1, nitrocefin hydrolysis, epi-absorbance fluorescence. inhibition, % at 5.6 µM. hit rate 0.45% among 290,000;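 active = inhibition above the mean plus 3 SD of all compounds in the same screening run, cut at about 4.5% in these data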;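 note: 0% = IMP-1 with DMSO and 100% = DMSO wells lacking enzyme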
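Assay system: purified IMP-1; Quantity: IMP-1 0.2 nM before substrate addition; Medium: HEPES buffer pH 7.1 with ZnSO4 and Brij 35; Incubation: 15 min enzyme–compound preincubation, then 25 min nitrocefin reaction, 25 °C; Signal: fluorescence quenching readout, ex 480/em 530 nm; Controls: DMSO with and without IMP-1; Repeats: singlicate testing.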
* marks the source's active call; other numbers are inactive results; . = not tested or not shown.

SMILES	GPR7 antag	IDE inh	VIM-2 inh	PHOSPHO1 block	pCIP destab	M18AAP inhibitor	NALP1 yeast inh	IDE act	IMP-1 inh
COc1ccc(N=Cc2cc3c(cc2O)OC(N)=C(C#N)C3c2ccccc2)cc1 (stereo unspecified)	-1	12	-3.8	-8	-6	10	3	-6	-3.4
CCOC(=O)CSc1n[nH]c(NC(C)=O)n1	-6	3	0.5	-46	-1	-4	6	3	-1.4
CC(/C=N\NC(=O)CN1CCN(Cc2ccccc2)CC1)=C\c1ccco1	-6	8	-0.2	-15	6	5	14	3	-4.6
O=C(N/N=C\c1ccncc1)c1ccccc1O	1	-4	-2.6	14	-6	3	-13	-3	-3.0
CC(=O)NNc1cc(C)nc(N)n1	7	2	0.7	27	-5	7	.	.	0.4
CC(C)CCNC(=O)NC(=O)COC(=O)CCN=C1NS(=O)(=O)c2ccccc21	1	8	-0.6	12	22	1	9	3	-1.1
Cc1cc(S(=O)(=O)N2CCCC(C)C2)ccc1-n1cnnn1 (stereo unspecified)	-3	5	-0.3	26	-18	-8	12	0	-1.8
COc1cccc(N(CC(=O)NCC2CCCO2)C(=O)CNS(=O)(=O)c2ccccc2)c1 (stereo unspecified)	-13	1	-0.2	32	9	-6	-9	8	-0.9
CCc1ccc(NC(=O)CSc2nc(O)cc(=O)n2C2CCCC2)cc1	-17	1	-4.4	9	2	2	3	2	-2.4
COc1cccc(OCC(=O)N2CCCc3ccccc32)c1	-7	3	-1.1	45	0	2	15	0	-1.5
c1ccn2cc(-c3ccc4c(c3)OCO4)cc2c1	-6	2	-1.9	4	-4	6	-33	-3	-3.1
COc1cc2c(cc1OC)C(C)N(Cc1ccc3c(c1)OCO3)CC2 (stereo unspecified)	-11	2	-2.2	12	1	6	-2	10	-2.7
CC(C)n1c(=S)[nH]c2cc(Cl)ccc21	-7	-2	-3.6	12	-12	-2	.	-8	-4.6
Cc1ccc(NC(=O)Cc2ccccc2)c(C)c1	8	1	0.8	53	-4	-13	16	.	-1.2
CC(C)C(C(=O)NCC1CCCO1)N(C(=O)CNS(=O)(=O)c1ccccc1)C1CCCCC1 (stereo unspecified)	-11	-1	0.2	26	-9	-7	6	3	-1.9
N#CCSc1ccsc1C(=O)Nc1ccc(F)cc1	3	0	-2.7	-2	-7	-2	.	7	-3.0
N/C(=N\OC(=O)CCn1cccc(C(F)(F)F)c1=O)c1ccc(OC(F)(F)F)cc1	1	4	-0.2	-3	1	-13	12	.	-0.9
O=C1C2=C(c3ccccc31)[N+](=O)C1CCCCC1N2[O-] (stereo unspecified)	-2	-3	-0.6	2	-7	5	-4	1	-1.2
COc1ccc(NC(=O)Cn2nnc(C(=O)NCCc3ccc(OC)c(OC)c3)c2N)cc1	-16	3	-4.0	21	-19	4	3	-3	-2.9
O=C(O)CC(SCC(=O)Nc1ccc(Br)cc1)C(=O)O (stereo unspecified)	-14	-1	-1.4	43	-3	0	8	3	-1.3
CC1(C)C2CCC1(C)C(OC(=O)CCn1ccnc1)C2 (stereo unspecified)	5	-1	-2.4	25	-8	2	8	1	-3.4
CCCN(CCO)Cc1ccc(F)c(Br)c1	7	2	0.6	13	-10	-5	12	5	-0.2
O=C(CCCn1cnc([N+](=O)[O-])n1)Nc1ccc(F)c(Cl)c1	5	2	0.0	36	2	1	-12	1	-2.1
Cc1cc(/C=C2/C(=O)NN(c3ccccc3)C2=O)c(C)n1-c1ccc(O)cc1	-4	-2	1.0	18	-2	6	40	-3	-2.8
Cc1cc(Cl)c(S(=O)(=O)NC(C)C)cc1OCC(N)=O	-6	2	-3.2	-1	5	-2	21	1	-3.9
COc1ccc(/C=N/NC(=O)c2cc(-c3ccc(C)cc3C)nc3ccccc23)cc1COC(C)=O	2	-1	-2.4	8	-17	2	-12	-7	-3.7
CNc1ccn(C2CCCO2)c(=O)n1 (stereo unspecified)	-13	0	-0.3	10	13	0	13	0	-2.0
CCOC(=O)c1c(C)c(C(=O)N2CCCCCC2)c(C)n1CC	-10	1	-4.7	-7	-4	7	.	-5	-1.8
Cc1sc2ncn(CC(=O)NCCCC(=O)N3CCC(C(N)=O)CC3)c(=O)c2c1C	-11	1	-0.5	32	-13	-5	31	2	-1.0
COc1ccc(CNC(=O)/C=C/c2ccccc2[N+](=O)[O-])cc1	-5	3	-1.8	48	-6	2	-18	0	-2.0
CNc1ccccc1C(=O)OCC(C)=O	7	9	-3.9	-1	2	6	21	-3	0.4
O=C(COC(=O)Cn1cnc2ccccc21)Nc1cccc([N+](=O)[O-])c1	-2	0	-2.6	16	2	0	-5	5	-2.1
O=S(=O)(c1ccccc1)c1cc(O)ccc1O	0	9	2.0	26	-6	-10	-2	-6	-0.5
Cc1nc2ccccn2c1C(=O)NNS(=O)(=O)c1ccc(Cl)cc1	-14	4	-2.8	-10	-10	7	18	2	-2.7
O=C(NCCCc1ccccc1)C1CCN(S(=O)(=O)c2ccc(F)cc2)CC1	-4	0	-2.1	32	-6	7	0	0	-3.3
Cc1nc(N)nc(SCc2ccc([N+](=O)[O-])cc2)c1N	9	0	-0.5	.	-10	15	-36	1	-1.2
CCC(C)C(=O)Nc1ccc(S(=O)(=O)Nc2nccs2)cc1 (stereo unspecified)	-18	9	-2.2	.	0	-13	-10	1	-3.8
O=C(CCS(=O)(=O)c1ccc(Cl)cc1)Nc1ccccc1Br	-7	6	-2.9	46	4	-4	10	-1	-2.6
COc1ccc(/C=N/N2CCOCC2)cc1COc1ccc(Cl)cc1	4	-3	-0.9	-10	14	-2	45	5	-1.1
Cn1nnnc1SC(C(=O)Nc1cccc(C(F)(F)F)c1)c1ccccc1 (stereo unspecified)	-18	-2	-1.1	6	-3	-7	23	2	-1.4
Cc1ccc(N(Cc2cc(=O)[nH]c3ccccc23)C(=O)C(C)C)c(C)c1	-13	6	-0.9	11	-10	2	-2	-2	-3.2
CC(C)(C)OC(=O)NCCCC[C@H](NC(=O)c1nc[nH]c1C(=O)NCc1ccc(CNC(=O)OC(C)(C)C)cc1)C(=O)OC(C)(C)C	-26	3	-1.7	0	14	8	13	2	-3.7
Cc1nn(-c2ccccc2)c2c1C(c1ccc(O)c(O)c1)N1C(=N2)C(Nc2ccccc2)=Nc2ccccc21 (stereo unspecified)	0	-2	-4.3	-66	-9	34*	-14	-2	-1.8
CC(C)(C)C1=CC(=O)C(N2CCOCC2)=CC1=O	-12	-1	0.5	2	1	5	34	8	-2.9
COc1cc(C(=O)N/N=C/c2cn(Cc3cccc(F)c3)c3ccccc23)ccc1O	4	.	0.4	-105	3	15	-2	-1	2.1
COc1ccc(N2CC(C)Cn3c2nc2c3c(=O)n(CCc3ccccc3)c(=O)n2C)cc1 (stereo unspecified)	.	.	.	20	-5	.	19	3	.
Cc1ccc(S(=O)(=O)N(C)C)cc1NC(=O)COC(=O)c1n[nH]c(=O)c2ccccc12	2	-4	-0.1	2	4	-7	1	7	-2.4
CCOc1ccc(C(=O)/C=C/Nc2ccc(S(=O)(=O)Nc3cc(C)nc(C)n3)cc2)cc1	5	2	-2.5	31	2	5	13	.	-0.7
c1ccc(-c2cn(-c3ccccc3)c3[n+]2CCCS3)cc1	-5	-3	-1.1	24	-14	-2	6	2	-3.1
CCOc1cc(NC(=S)NCCCN(C)C)c(OCC)cc1NC(=O)c1cccs1	-6	-9	-5.2	1	3	5	9	5	-3.5
CCN(CC)c1ccc(/C=C2\C(=O)N(c3nnc(C)c(=O)[nH]3)N=C2C)cc1	-5	5	-3.7	15	-4	-4	14	-9	-3.1
CC(OC(=O)CCCSc1nc2ccccc2s1)C(=O)NC(N)=O (stereo unspecified)	-12	8	-3.6	-10	6	0	10	-1	-2.6
Cc1ccc(Cl)cc1N1CCN(C(=O)CCS(=O)(=O)c2ccc3c(c2)NC(=O)CO3)CC1	-4	2	-6.0	34	-15	2	-1	6	-4.3
Cc1nc(C(=O)N(C)C)nn1-c1ccc(Cl)cc1Cl	-1	13	-4.1	15	-30	3	-13	8	-1.6
CCc1ccc(NC(=O)Cn2cccc2)cc1	-1	0	-1.2	-13	-4	0	8	2	-0.9
CC(C)(C)CC(=O)Nc1cc2c3c(c1)CCC(=O)N3CCC2	-9	7	-0.1	28	-54	3	-4	-1	-2.2
Cc1nnc(SCC(=O)Nc2sccc2C#N)s1	-3	1	0.8	18	-6	-10	12	-5	0.5
C=CCN(CC=C)S(=O)(=O)c1ccc(NC(=S)NC(=O)/C=C/c2ccccc2)cc1	22	-1	-3.2	38	-10	5	27*	3	-2.9
O=C(CCN1C(=O)S/C(=C\c2ccccc2)C1=O)Nc1ccc(S(=O)(=O)Nc2nccs2)cc1	0	8	-4.5	12	-7	12	-6	2	-2.7
NC(=O)C1CCN(c2ncnc3c2c(-c2ccccc2)cn3-c2ccccc2)CC1	-8	-1	-6.0	-5	-10	-4	-2	3	-5.5

Further results
SMILES	GPR7 antag	IDE inh	VIM-2 inh	PHOSPHO1 block	pCIP destab	M18AAP inhibitor	NALP1 yeast inh	IDE act	IMP-1 inh
CCOC(=O)/C(=N/Nc1ccccc1)c1csc(Nc2ccccc2)n1	-1	-2	0.1	-3	-4	13	-2	5	0.3
Cc1cc(C(=O)NNc2c(Cl)cccc2Cl)n(C(C)(C)C)n1	-20	-5	1.6	33	-3	-5	8	2	-1.1
CNC(=S)NNC(=O)CSCc1c(Cl)cccc1Cl	2	4	-2.1	-103	8	20	-1	.	0.8
Cc1ccc(S(=O)(=O)N2CCOCC2)cc1NC(=O)COC(=O)CCC(=O)c1cccs1	19*	-1	-3.1	18	-4	-8	5	3	-3.2
COc1ccc(C(=O)NNC(=O)Cc2ccc(Cl)cc2)cc1	-4	6	-2.2	33	-4	0	-3	1	-3.2
Oc1c(Cl)cc(Cl)cc1/C=C/c1ccc2cccc(O)c2n1	1	33*	-0.4	-46	-251	0	4	-54	-1.6
COc1ccccc1NC(=S)N(Cc1ccco1)Cc1cc2cc(C)cc(C)c2[nH]c1=O	9	7	-0.9	-1	-4	3	40	5	-0.8
Cc1cc(C)c(S(=O)(=O)NCCCn2ccnc2)cc1C	-22	-1	-2.1	8	-10	-1	18	0	-2.0
Cc1sc2ncnc(SCC(=O)N3CCCC3=O)c2c1C	-3	1	1.6	9	-2	0	3	2	-0.1
CCOc1ccccc1N(CC(=O)NCC1CCCO1)C(=O)CCC(=O)Nc1cc(C)on1 (stereo unspecified)	1	0	-0.9	19	-8	-9	12	1	-1.2
O=C(OC1CCOC1=O)c1cncc(Br)c1 (stereo unspecified)	4	2	-1.7	-21	2	-2	14	2	-2.2
O=C(CCC(=O)N1CCOc2ccccc21)NCCCN1CCOCC1	-11	0	-4.4	7	0	1	8	5	-2.4
CN(C)CCCNC(=S)N1CCN(c2nc(-c3ccccc3)cs2)CC1	6	9	1.0	29	-5	3	9	-2	-3.1

Arranged by SMILES length (lowest first): some entries from above.
SMILES	GPR7 antag	IDE inh	VIM-2 inh	PHOSPHO1 block	pCIP destab	M18AAP inhibitor	NALP1 yeast inh	IDE act	IMP-1 inh
O=C(OC1CCOC1=O)c1cncc(Br)c1 (stereo unspecified)	4	2	-1.7	-21	2	-2	14	2	-2.2
CNC(=S)NNC(=O)CSCc1c(Cl)cccc1Cl	2	4	-2.1	-103	8	20	-1	.	0.8
Cc1ccc(S(=O)(=O)N2CCOCC2)cc1NC(=O)COC(=O)CCC(=O)c1cccs1	19*	-1	-3.1	18	-4	-8	5	3	-3.2

Assay outcomes from PubChem.
